High-throughput results deposited in PubChem BioAssay by several laboratories.
Efflux pump inh – blocks antifungal efflux pumps in multiplex yeast assay. AID 485275. 330,000 tested, 0.44% active. S. cerevisiae Candida pump triplex, Nile Red efflux. inhibition, % at 10 µM;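 active means plate passing quality check with inhibition over a set limit, or well fluorescence over plate mean plus 4 SD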;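 further: Nile Red retained in pooled yeast measured as flow cytometry median fluorescence; 0% = buffer negative control and 100% = Enniatin B positive control; higher means more Nile Red kept so more efflux inhibition; some compounds called inactive have numbers as strong as hits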
MCL1 BIM primary – MCL1-BIM-BH3 interaction inhibition (human); Q07820; inhibition, % at 10.9 µM; AID 2057; GST-MCL1 / FITC-Bim-BH3 fluorescence polarization; 320,000 tested, 0.68% active;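 active means inhibition above the mean inhibition of all tested compounds plus 3 SD, set per campaign, cut at about 40% in these data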;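 further: 0% = DMSO wells and 100% = unlabeled Bim-BH3 peptide control; higher means more loss of mP so more displacement of Bim peptide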
Target sequence (Q07820 whole entry, looked up): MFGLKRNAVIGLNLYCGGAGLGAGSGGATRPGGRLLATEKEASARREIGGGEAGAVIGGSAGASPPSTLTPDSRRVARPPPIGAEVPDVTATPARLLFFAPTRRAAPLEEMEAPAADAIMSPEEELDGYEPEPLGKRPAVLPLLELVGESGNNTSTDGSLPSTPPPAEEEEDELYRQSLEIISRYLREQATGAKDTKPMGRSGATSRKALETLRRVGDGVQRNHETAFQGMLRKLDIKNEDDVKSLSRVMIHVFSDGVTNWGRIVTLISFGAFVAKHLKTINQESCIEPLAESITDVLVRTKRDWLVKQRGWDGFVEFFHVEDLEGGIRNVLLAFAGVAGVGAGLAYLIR
Fam108B counter – counter-screen for RBBP9 inhibitors: inhibitors of mouse Fam108B; recombinant Fam108B, FP-Rh probe fluorescence polarization; inhibition, % at 9.51 µM; 300,000 tested, 0.33% active; AID 1947;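 active means inhibition above the screen mean inhibition plus 3 SD, computed separately per campaign, cut at about 18% in these data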;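 further: inhibitors lower polarization as less probe binds the enzyme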
VLA-4 inh – inhibition in a human VLA-4 binding assay | P13612 | VLA-4 expressing cells, ligand binding flow cytometry | inhibition, % (about 7 µM as worked out from the volumes in the protocol) | 330,000 tested, 0.2% active; in the data active means inhibition above about 50%
Bcl-xL primary – blocks human Bcl-xL binding to Bim BH3 peptide. inhibition, % at 10.9 µM. AID 2129. 320,000 tested, 0.7% active. Q07817. GST-Bcl-xL / FITC-Bim BH3 peptide fluorescence polarization;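 active means inhibition above the mean of all tested compounds plus 3 SD, cutoff set per campaign, cut at about 30% in these data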;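 further: 0% = DMSO wells and 100% = unlabeled Bim-BH3 peptide competitor; inhibitors lower millipolarization by displacing the labeled peptide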
PME-1 primary – PME-1 (human) inhibition; inhibition, % at 5.9 µM; 320,000 tested, 0.53% active; Q9Y570; AID 2130; recombinant PME-1, FP-Rh probe fluorescence polarization;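 active means inhibition above the campaign mean of all compounds plus 3 SD, cut at about 26% in these data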;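 further: competitive labeling of PME-1 active site by serine hydrolase directed probe; 0% = PME-1 with DMSO and 100% = wells lacking PME-1 enzyme; inhibitors block probe labeling so polarization falls and inhibition rises; many of its hits are not listed in these tables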
MEX-5 binding – C. elegans MEX-5 TCR-2 RNA binding activity; 300,000 tested, 0.38% active; Q9XUB2; MEX-5/FITC-TCR2 RNA binding, fluorescence polarization; stronger effect = lower value; activity score (negative = inhibition of binding), % at 10 µM;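 active means inhibition past about -25% in most replicates, and total fluorescence under double the plate's negative control median, limit read from the data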;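 further: 0% = DMSO and -100% = 5 µM competing unlabeled TCR2 RNA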
GLD-1 RNA inh – GLD-1-TGE RNA interaction inhibition (C. elegans) | inhibition, % at 5.96 µM | purified GLD-1 + fluorescein TGE RNA, fluorescence polarization | AID 2280 | 320,000 tested, 0.44% active;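 active means percent inhibition above a per-plate cutoff, the plate mean of test compounds plus 3 SD, cut at about 30% in these data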;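 further: 0% = DMSO wells with GLD-1 and probe and 100% = wells lacking GLD-1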
Target sequence (Q17339 whole entry, looked up): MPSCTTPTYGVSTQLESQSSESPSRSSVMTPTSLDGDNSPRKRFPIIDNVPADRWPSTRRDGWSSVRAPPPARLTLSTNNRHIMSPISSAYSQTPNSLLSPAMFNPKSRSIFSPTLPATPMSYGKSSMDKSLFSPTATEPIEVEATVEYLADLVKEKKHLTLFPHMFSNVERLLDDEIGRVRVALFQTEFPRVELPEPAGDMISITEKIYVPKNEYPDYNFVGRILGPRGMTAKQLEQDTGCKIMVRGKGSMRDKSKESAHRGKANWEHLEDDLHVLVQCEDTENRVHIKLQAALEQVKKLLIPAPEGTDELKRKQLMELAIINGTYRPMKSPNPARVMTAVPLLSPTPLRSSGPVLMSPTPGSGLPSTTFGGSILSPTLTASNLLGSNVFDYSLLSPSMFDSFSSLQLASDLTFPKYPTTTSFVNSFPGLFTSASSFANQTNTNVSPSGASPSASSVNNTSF
GRK2 aptamer HTS – blocks RNA aptamer binding to human GRK2. bead flow cytometry, FAM-aptamer displacement from GRK2. P25098. inhibition of aptamer binding, % at 10 µM. 330,000 tested, 0.59% active;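 active means inhibition of aptamer binding above 40%, roughly 3 SD of noise, on plates passing a quality check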;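 further: median bead fluorescence of bound FAM aptamer so fluorescent compounds give negative values; no value below 0 was filed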
The depositor's hits bear a star; · = no result given.

compound,VLA-4 inh,Efflux pump inh,MCL1 BIM primary,GRK2 aptamer HTS,PME-1 primary,MEX-5 binding,GLD-1 RNA inh,Bcl-xL primary,Fam108B counter
COc1ccc(S(=O)(=O)N2CCCC2CNC(=O)C(=O)NC2CC2)cc1 (stereo not given),5,-0.1,-7,5,-2,-1.8,2,-8,1
CC(=O)Nc1cc2c(ccc3ccccc32)oc1=O,11,0.1,7,1,-7,-2.5,6,4,6
Cc1ccc2oc(=O)c3cnn(CC(=O)NCCN4CCOCC4)c3c2c1,34,0.0,7,2,0,-1.7,-1,7,2
CC1CC(C)CN(S(=O)(=O)c2ccc3oc(=O)ccc3c2)C1 (stereo not given),-6,-0.3,-1,2,5,-4.5,0,0,-2
COc1ccc(-n2nnnc2SCC(=O)NNC(=O)c2ccc([N+](=O)[O-])cc2)cc1,33,0.0,-34,0,-2,0.2,-1,-10,3
CCN(CC(=O)Nc1ccccc1C(F)(F)F)C(=O)CCOc1ccc(C)cc1,3,-0.1,-8,1,5,-1.4,1,-4,0
COc1nc(N2CCCCCC2)nc(N2CCCCCC2)n1,0,0.0,0,3,-3,-2.8,3,2,2
CN(C)c1ccc(P(=O)(OCc2ccccc2)C(O)c2ccc(Cl)cc2)cc1 (stereo not given),-1,0.0,2,0,-8,-4.9,-1,8,-1
COc1ccc(C2c3ccc(O)cc3Oc3ncn(CC(C)C)c(=N)c32)cc1 (stereo not given),-16,0.0,-4,0,-4,1.5,-13,1,0
O=[N+]([O-])c1cccc(Oc2cnccn2)c1,-8,-0.1,41*,1,-2,2.6,6,3,1
COC(=O)c1ccc(NC(=O)c2nc(S(=O)(=O)Cc3cccc(C)c3)ncc2Cl)cc1,21,0.1,17,0,-8,0.3,-4,2,-13
CC(C)c1ccc(/C=N/NC(=O)CC(=O)NC2CCCCC2)cc1,17,-0.1,-6,0,4,-2.4,1,-1,-5
Cc1cccc(NC(=O)NC(C)C(c2ccccc2)N2CCN(C)CC2)c1 (stereo not given),-1,0.0,2,0,-1,-0.8,3,8,6
CCn1c(N2CCN(C(=S)NC)CC2)nc2ccccc21,-11,-0.1,3,4,4,0.3,8,1,0
Cc1nc(SCc2nc3c(C)cccc3[nH]2)c2oc3ccccc3c2n1,5,0.1,·,4,·,·,0,·,·
CCOC(=O)c1ccc(NC(=O)Nc2ccc(S(N)(=O)=O)cc2)cc1,10,-0.1,0,3,-64,-0.1,3,0,-19
COc1cccc(NC(=S)N2CCc3cc(OC)c(OC)cc3C2COc2ccc3c(C)cc(=O)oc3c2)c1 (stereo not given),5,-4.8,3,0,-11,0.4,-3,-1,-10
CCOc1ccc(C2CC(=O)NC(SC)=C2C#N)cc1 (stereo not given),-15,0.0,3,0,9,3.9,1,6,1
O=S(=O)(Cc1cccc(F)c1)c1c[nH]c2ccccc12,-33,-0.1,5,2,2,1.3,6,6,1
O=S(=O)(c1ccc(-c2csc(-c3cccnc3)n2)cc1)N1CCCCC1,16,0.1,3,3,-1,-2.0,5,6,-9
COc1ccc(-c2c(=O)n(OCc3ccccn3)c3ccccc3[n+]2[O-])cc1OC,-159,-0.1,-2,1,0,-10,-1,5,4
CCOC(=O)c1c(C)c(C(=O)NC(C)COC)c(C)n1C (stereo not given),6,0.1,6,1,-2,-0.1,3,5,-2
Cc1nc2ncnn2c(C)c1CCC(=O)Nc1csc(N)n1,11,0.1,4,0,-5,-0.8,1,-3,1
CN1c2ccccc2C2(C)CCCC3=Cc4cc([N+](=O)[O-])cc([N+](=O)[O-])c4OC312 (stereo not given),24,0.1,-3,0,-2,-0.2,-4,-5,6
CN(C)c1cc(-c2ccc(Cl)cc2Cl)oc(=O)c1Cl,17,-0.1,10,2,13,2.5,1,9,1
CCOCC(=O)Nc1cc(C(=O)OC)cc(C(=O)OC)c1,-12,-0.1,3,0,-4,1.7,-5,4,-2
CC1(C)OC(=O)C(=NNc2ccccc2)C(=O)O1,-3,9.7*,8,0,-3,1.7,2,6,2
CCn1c(=O)cc(SCC(=O)NCc2cccnc2)c2ccccc21,28,-0.1,2,1,-5,0.6,0,5,1
COc1ccc(N=C2SCC(=O)N2c2ccc(OC)cc2)cc1,5,0.1,3,1,0,0.9,0,2,-5
FC(F)(F)c1cccc(NC(=S)N(CCCN2CCCC2)Cc2cccn2Cc2ccc(Cl)cc2)c1,17,0.1,-2,0,-2,3.6,-1,4,-2
Cc1ccc(-c2csc3ncnc(-n4nnc5ccccc54)c23)cc1C,13,-0.1,-5,0,-2,3.5,1,2,0
C=CCOc1ccccc1CN1CCC(n2nccc2NC(=O)c2ccccc2)CC1,-2,0.0,5,0,-2,-3.7,-3,8,-4
COC(=O)c1ccc(SCC(=O)NC2CCCC2)c([N+](=O)[O-])c1,18,-0.4,21,0,4,0.5,-3,3,3
Cc1ccc(-c2nnc(SCC(=O)NCC3CCCO3)n2C)cc1 (stereo not given),15,-0.2,2,1,2,-2.3,-1,3,1
COc1ccc(N2CCN(C(=O)CNS(=O)(=O)c3ccc(C)cc3)CC2)cc1,7,-0.1,0,3,4,-1.3,5,4,1
Cn1c(SCC(=O)N2CCOCC2)nc(O)cc1=O,-9,-0.1,3,4,-4,1.7,1,-4,-2
O=C(CNC(=O)c1ccc([N+](=O)[O-])cc1)N/N=C\c1ccc(OC(=O)c2ccccc2)cc1,7,-0.1,1,0,-6,-1.8,-5,-7,-8
CN(C)c1ccc(/C=C(\NC(=O)c2ccccc2)C(=O)NCc2cccnc2)cc1,-10,0.0,-69,0,3,-5.8,-28,-46,1
COc1ccc(CC(NC(C)=O)C(=O)NC2CCN(c3c(Cc4ccccc4)c(C)nc4ncnn34)CC2)cc1OC (stereo not given),16,0.1,0,1,-4,-3.0,0,0,8
Cc1ccc2[nH]c(=O)c(CC(=O)O)c(-c3ccccc3)c2c1,11,0.1,3,6,4,-1.9,7,1,2
Cc1ccc(Cl)cc1NC1=NC(=S)N(C(C)C)C12CCCCC2,17,0.1,8,1,2,0.0,-3,1,3
CCc1ccc(Oc2cc(C)nc(N)n2)cc1,-13,0.1,-2,0,-4,2.9,2,2,3
O=C(COc1ccc(S(=O)(=O)N2CCCC2)cc1Cl)NC1CCCC1,2,0.8,-22,2,0,0.1,6,-17,-5
O=C(N/N=C/C(Cl)=C/c1ccccc1)c1ccccn1,8,0.3,5,3,1,0.7,3,5,2
CC1CCCN(CCCNC(=O)c2coc3nc4ccccc4nc23)C1 (stereo not given),-28,-0.1,15,0,-11,2.4,-15,16,-1
Cn1c(=O)c2c(nc(NCCc3ccccc3)n2CC(=O)NCCc2ccccc2)n(C)c1=O,-1,0.0,-1,0,2,-1.0,0,10,2
CN(Cc1ccccc1)S(=O)(=O)c1cccc2cccnc12,-4,0.0,2,2,1,0.6,7,1,4
Cc1onc(-c2c(Cl)cccc2Cl)c1C(=O)NNc1ccccc1,3,-0.1,-1,3,0,-2.5,-2,6,1
Nc1ccc(N2CCOCC2)c(Cl)c1,-7,-0.1,-2,0,-6,·,8,1,-2
O=C(COc1ccccc1)Nc1nnc(-c2ccco2)o1,2,-0.1,-4,0,8,-0.7,-1,6,2
Cc1ccc(O)c(Cn2nnc3ccccc32)c1,16,-0.1,9,1,4,0.9,-5,4,-4
O=C(Nc1ccc(OC(F)(F)F)cc1)C1CC(=O)N(Cc2ccco2)C1 (stereo not given),-17,-0.1,-7,0,-3,·,-2,4,·
C#CCN(CC=C)C(=O)c1ccc2nc(C3CCCCC3)oc2c1,8,0.0,11,1,3,-2.7,11,5,-4
CCCNC(=O)C1CNc2ccccc2O1 (stereo not given),7,0.2,3,4,-2,0.1,-5,8,0
CC[n+]1ccc(C(=O)NCc2ccccc2)cc1,-2,0.1,-1,3,2,0.7,2,-6,1
Cc1oc(-c2ccccc2)nc1CSc1nc2c(c(=O)[nH]1)CCC2,37,-0.1,4,0,5,2.4,-11,0,-1
Cc1cccc(NC(=O)c2ccc(S(=O)(=O)N(C)CC3CCCO3)cc2)c1C (stereo not given),-5,-0.1,4,1,-5,-2.2,6,5,-1
COc1ccc2[nH]cc(CCNS(=O)(=O)c3ccccc3)c2c1,-8,0.1,2,0,2,2.1,10,-1,0
NC(=O)c1ccccc1NC(=S)NC(=O)CCc1ccccc1,5,0.3,10,0,-4,0.9,-5,6,5
CCN1CCN(C2CC(=O)NC2=O)CC1 (stereo not given),-5,-0.1,-5,0,3,0.4,-4,1,-4

Continued:
compound,VLA-4 inh,Efflux pump inh,MCL1 BIM primary,GRK2 aptamer HTS,PME-1 primary,MEX-5 binding,GLD-1 RNA inh,Bcl-xL primary,Fam108B counter
Cc1ccc(S(=O)(=O)NNC(=O)Nc2ccc([N+](=O)[O-])cc2)c(C)c1,6,0.0,-3,0,-1,2.6,6,1,1
COc1ccc(CCNC(=O)COc2ccc(N(C)S(=O)(=O)c3ccc(C)cc3)cc2)cc1OC,3,-0.1,5,2,3,1.3,-5,4,3
COc1cc(OC)c(C(=O)OCN2C(=O)c3ccccc3C2=O)cc1OC,-7,-0.2,-6,3,2,0.4,-7,-5,-3
COCCCNS(=O)(=O)c1ccc(Cl)c(C(F)(F)F)c1,6,0.0,0,1,-5,0.3,7,9,-4

Only part of the results is shown, so the mix of outcomes need not match the whole.
